From PubChem BioAssay
RORg inh – qHTS for inhibitors of ROR gamma transcriptional activity. Nuclear receptor ROR-gamma (Mus musculus), P51450. Drosophila S2 Gal4-RORgamma UAS-luciferase reporter, 20 h. Potency, µM (doses to about 53.6 µM), inactives show at the highest dose activity change, negative = inhibition, most hits filed as inhibitors. hit rate 5.4% among 310,000; also: % is scaled to controls: 0 for no effect and ±100 for the full control effect; nearly all actives have a fitted effect of over 60% in size
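A Gal4/UAS one-hybrid system in insect cells: metallothionein-promoter Gal4–ROR gamma fusion plus Photinus luciferase reporter. Copper sulfate 700 uM final, 20 hr ambient incubation, luminescent detection after 10 min with reagent.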
VP16 counter – VP16 counterscreen qHTS for inhibitors of ROR gamma transcriptional activity; Drosophila S2 Gal4-VP16 UAS-luciferase, luminescence, 20 h; Potency, µM (top dose mostly 53.6 µM), inactives show at the highest dose activity, negative = inhibition, actives largely listed as inhibitors; hit rate 3.5% among 310,000;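 also: Gal4-VP16 expression switched on by copper sulfate through the metallothionein promoter; % is scaled to controls: 0 for no effect and ±100 for the full control effect; nearly all actives have a fitted effect of over 50% in size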
Menin-MLL TR inh – qHTS Assay for Inhibitors Targeting the Menin-MLL Interaction in MLL Related Leukemias: Competition With Texas Red Labeled MLL-derived Mutant Peptide; Menin + Texas Red MLL mutant peptide, fluorescence polarization; O00255; hit rate 0.23% among 270,000; Potency, µM (series often up to 61.6 µM), without a hit: at the top dose FP activity change, negative = inhibition, most hits filed as inhibitors; AID 1768, 2009; active = well fitted inhibition curve with a large enough effect in the polarisation, with a control signal flat, not every such curve was filed as active; inconclusive = small, poorly fitted or top-dose-only effect, or effect the other way, or a change in a side signal; inactive = no such curve, though single readings can be large or run the other way; the % refers to the polarisation; also: % of control where 0% means no effect; many of its hits are not listed in these tables
Target sequence (O00255 whole entry, looked up): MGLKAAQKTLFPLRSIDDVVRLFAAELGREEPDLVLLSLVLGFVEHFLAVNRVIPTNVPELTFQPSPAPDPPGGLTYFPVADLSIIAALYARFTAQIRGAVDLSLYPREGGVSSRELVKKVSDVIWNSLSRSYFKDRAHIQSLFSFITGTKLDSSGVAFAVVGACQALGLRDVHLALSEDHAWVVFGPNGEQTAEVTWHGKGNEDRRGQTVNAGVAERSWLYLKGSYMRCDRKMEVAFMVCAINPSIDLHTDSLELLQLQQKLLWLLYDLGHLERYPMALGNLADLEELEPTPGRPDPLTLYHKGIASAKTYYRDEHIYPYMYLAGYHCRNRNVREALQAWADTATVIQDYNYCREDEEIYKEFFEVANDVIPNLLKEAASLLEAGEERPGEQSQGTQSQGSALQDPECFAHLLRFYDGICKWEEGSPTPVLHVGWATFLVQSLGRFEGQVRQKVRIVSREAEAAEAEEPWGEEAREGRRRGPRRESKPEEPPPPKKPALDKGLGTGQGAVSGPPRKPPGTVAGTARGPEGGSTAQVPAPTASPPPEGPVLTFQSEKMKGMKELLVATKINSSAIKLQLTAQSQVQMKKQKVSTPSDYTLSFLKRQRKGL
The depositor's hits bear a star; u = inconclusive; & = joins results of further samples; [ ] = remark or other dose. Unless noted, calls follow the shape of the dose curve; as a rule, active = well fitted curve in the direction sought with a large enough effect; inconclusive = small, poorly fitted or top-dose-only effect, or another doubt; inactive = no such curve, though single readings can be large; an effect the other way counts as inactive or inconclusive. Potency is read from the fitted curve at half-maximal effect. The list is partial; the hit share may differ from the screen's.

SMILES	RORg inh	VP16 counter	Menin-MLL TR inh
CC[C@H](C)[C@H](NC(=O)[C@H](Cc1ccccc1)NC(=O)[C@H](CCC(=O)O)NC(=O)[C@H](CCCCN)NC(=O)[C@H](C)NC(=O)[C@H](C)NC(=O)[C@H](CCC(N)=O)NC(=O)CNC(=O)[C@H](CCC(=O)O)NC(=O)[C@H](CC(C)C)NC(=O)[C@H](Cc1ccc(O)cc1)NC(=O)[C@H](CO)NC(=O)[C@H](CO)NC(=O)[C@@H](NC(=O)[C@H](CC(=O)O)NC(=O)[C@H](CO)NC(=O)[C@@H](NC(=O)[C@H](Cc1ccccc1)NC(=O)[C@@H](NC(=O)CNC(=O)[C@H](CCC(=O)O)NC(=O)[C@H](C)NC(=O)[C@@H](N)Cc1cnc[nH]1)[C@@H](C)O)[C@@H](C)O)C(C)C)C(=O)N[C@@H](C)C(=O)N[C@@H](Cc1c[nH]c2ccccc12)C(=O)N[C@@H](CC(C)C)C(=O)N[C@H](C(=O)N[C@@H](CCCCN)C(N)=O)C(C)C	2.0%	-6.6%	4.2%
O=C1C=C[C@@H](O)[C@H]2[C@@H]3C(=O)N(c4cccc(Oc5ccccc5)c4)C(=O)[C@@H]3CC[C@H]12	-16.8%[10 µM]	2.7%[10 µM]	4.7%[11.7 µM]
C=CC1=C(C)/C(=C/c2[nH]c(Cc3[nH]c(/C=C4\NC(=O)C(C)=C4C=C)c(C)c3CCC(=O)O)c(CCC(=O)O)c2C)NC1=O	-7.1%	-1.6%	u
OCC(O)C(O)C(O)C(O)C(O)CO (configuration not stated)	10.4%	-0.9%	-8.9%
CO[C@H]1COC(=O)C/C=C\[C@@H](C)COC(=O)[C@H]2CCCN2C(=O)C/C=C\[C@H]1C	-28.7%[10 µM]	5.2%[10 µM]	-5.7%[11.7 µM]
O=[n+]1ccn([O-])c2ccccc21	-0.2%	1.9%	0.8%
NC(N)=NN=Cc1c(Cl)cccc1Cl	-10.4%	6.9%	-12.8%&1.8%[24.8 µM]
CC1(C)CC[C@]2(C)CC[C@@]3(C)C(=CCC4[C@@]5(C)CCC(O)C(C)(C)C5CC[C@@]43C)C2C1 (some centres not stated)	10.8%	-2.8%	27.7%
N#Cc1ccc(CN2CCC3(CC2)CCN(C(=O)c2cnccn2)CC3)cc1	-12.4%	7.7%	8.8%
CN1CC[C@@]2(CCCN(C(=O)c3cccc(F)c3)C2)C1	-18.3%	0.1%	-2.0%
O=C(O)c1ccccc1OP(=O)(O)O	-10.8%	2.7%	-3.4%
Cc1ccc(SCC(CC(C)C)N2CCN(CCc3ccccc3)CCC2=O)cc1 (configuration not stated)	-34.3%	u	-8.6%
COc1ccc2c(c1)OC1(O)COc3cc(OC)c(OC)cc3C1=C2 (configuration not stated)	11.8%	-20.8%	22.5%
CCCC/C=C/[C@H](c1ccccc1)[C@H](CO)Cc1ccc([N+](=O)[O-])cc1	u	u	21.1%
CCCCCCOC(=O)C1(O)CC2OC1(C)n1c3ccccc3c3c4c(c5c6ccccc6n2c5c31)C(=O)NC4 (configuration not stated)	-5.8%[1.91 µM]	4.5%[1.91 µM]	-3.2%[2.28 µM]
C/C(CCN1CCc2nc(-c3ccccc3)c(-c3ccccc3)cc2C1)=N\O[C@@H](C)CN1CCCc2nc(C)c(C)cc21	-13.2%[10 µM]	-11.9%[10 µM]	-9.7%[11.7 µM]
CC1CC=CC2C1C(=O)N(Cc1ccccc1)C2c1ccc(C(F)(F)F)cc1 (configuration not stated)	44.1%	u	-14.8%
C=CCN(C(C(=O)OC)C(C)C)S(=O)(=O)CCl (configuration not stated)	-13.6%	-1.1%	u
Cc1cc(C)c(NC(=O)CN(CC(=O)O)CC(=O)O)c(C)c1Br	-4.9%	-13.0%	8.6%
C[C@@H](c1ccccc1)N1C(=O)[C@@H]2[C@H]3C(=CC[C@H]2C1=O)C(=O)[C@H]1O[C@H]1[C@H]3O	3.55µM*	u	9.2%[11.7 µM]
COC(=O)C1=C[C@@H](C(=O)OC)C2C3=C(C(=O)[C@]2(C)NC(=O)c2ccccc2)[C@H](C)n2c(=O)n(C)c(=O)n2[C@@H]3C1 (some centres not stated)	4.5%	-3.2%	10.3%
O=C1CCC[C@@H](C2=CCCCC2=O)C1	25.1%[10 µM]	-6.7%[10 µM]	21.8%[11.7 µM]
COC(=O)N1CCC[C@@]2(CCN(C(c3ccccc3)c3ccccc3)C2)C1	1.3%	-6.9%	-10.5%
COC(=O)C1=C(C)N(Cc2ccccc2)[C@]23O[C@](C(=O)OC)(C(=O)N2C1c1ccccc1)C(C(=O)OC)=C3C(=O)OC (some centres not stated)	15.0%[10 µM]	-5.1%[10 µM]	1.0%[11.7 µM]
Cc1cnc(CNc2ncnc3ccc(-c4cccc(C#N)c4)cc23)cn1	10.3%	-18.5%	-5.7%
CCCCC(=O)OCC(=O)[C@]1(O)Cc2c(O)c3c(c(O)c2[C@H](OC2CC(NC(=O)C(F)(F)F)C(O)C(C)O2)C1)C(=O)c1c(OC)cccc1C3=O (some centres not stated)	-29.7%[10 µM]	-13.2%	28.2µM*
Oc1ccc(C(O)CNCCCCCCNCC(O)c2ccc(O)c(O)c2)cc1O (configuration not stated)	-4.2%	-3.8%	-5.8%
Cc1nc(Nc2ncc(C(=O)Nc3c(C)cccc3Cl)s2)cc(N2CCN(CCO)CC2)n1	14.7%	-3.5%	28.5%
COc1ccccc1N1CCN(C[C@@H]2CN3C(=O)N(C)c4ccccc4C3=N2)CC1	u	-0.3%	-3.0%[24.8 µM]
Cc1nc(-c2ccccc2)c(-c2ccncc2)o1	5.9%	-2.5%	7.9%
COc1ccc(OC2C=CC(C#Cc3ccc(F)cc3F)OC2CO)cc1 (configuration not stated)	27.5%&-15.8%[10 µM]	-6.5%&3.4%[10 µM]	-16.2%&-0.8%[11.7 µM]
COc1ccc2c(c1)C(=O)[C@H](OC(=O)NCc1ccc3c(c1)OCO3)[C@@H](c1ccc(OC)c(Br)c1)O2	-9.5%	3.2%	5.6%
CCCn1c(=O)c2[nH]c(-c3ccc(OCC(=O)Nc4ccc(C(C)=O)cc4)cc3)nc2n(CCC)c1=O	12.9%	-11.5%	-7.6%[24.8 µM]
Cc1noc(C)c1-c1ccc2ncnc(NCc3cc(F)cc(F)c3)c2c1	-24.1%	-22.8%	u
CCNc1ncc2nc(-c3ccc(OC)cc3)c(=O)n(C)c2n1	-10.2%	17.7%	-14.1%
CN(C)c1ncc2nc(-c3ccc(F)cc3)c(=O)n(C)c2n1	-16.2%	u	-1.1%
CC1CCC(C(C)C)C(P(=O)(c2ccccc2)c2ccccc2)C1 (configuration not stated)	3.1%	-2.1%	7.2%
CC(C)=CCC/C(C)=C\COc1c2ccoc2cc2oc(=O)ccc12	32.4%	12.0%	-4.4%[24.8 µM]
COc1ccc(/C=C/C(=O)c2ccc(O)cc2O)cc1	0.0398µM*	u	64.5%[activator]
CN(C)Cc1ccccc1-c1nccc(Nc2ccc(F)cc2)n1	-11.4%	3.4%	-15.5%
COc1ccc([C@@H]2CC(=O)c3c(O)cc(O[C@H]4O[C@@H](CO[C@H]5O[C@@H](C)[C@@H](O)[C@@H](O)[C@@H]5O)[C@@H](O)[C@@H](O)[C@@H]4O)cc3O2)cc1O	12.4%[2.98 µM]	3.9%[17 µM]	u
COc1ccc(CNC(=O)c2ccc(C)cc2)cc1	24.5%	-4.2%	0.0%
O=c1ccc2c(OCCCCOc3ccccc3)c3ccoc3cc2o1	22.3%	-16.4%	-0.5%
Cc1cc(=O)c(C(=O)N[C@@H](C(=O)N[C@@H]2C(=O)N3C(C(=O)O)=C(CSc4nnnn4C)CS[C@H]23)c2ccc(O)cc2)c[nH]1	16.4%	-1.0%	-25.7%
O=C(O)C1OC(O)C(O)C(O)C1O (configuration not stated)	-3.0%	-5.7%	12.6%[24.8 µM]
O=C(Nc1cccc(C(F)(F)F)c1)c1cc(Br)cc(Br)c1O	5.01µM*	4.47µM*	u
CCOC(=O)N/N=C1/C[C@@H](O)[C@@H](O)[C@@H]2[C@@H]3C(=O)N([C@@H](C)c4ccccc4)C(=O)[C@H]3CC[C@H]12	4.1%[10 µM]	-13.8%[10 µM]	1.1%[11.7 µM]
CC(C)C[C@@H](CC(=O)N[C@@H](CCCN)CC(=O)N[C@@H]1CCNC[C@H]1C(=O)N[C@H](CC(=O)N[C@@H](CCC(=O)O)CC(=O)O)Cc1ccccc1)NC(=O)[C@@H]1CCCC[C@H]1N	-12.5%	1.0%	-2.3%
COc1cc(C(CCN2CCCC(C)C2)c2c(OC)cc(OC)c3c(C)cc(=O)oc23)cc(OC)c1OC (configuration not stated)	1.1%	-9.8%	3.3%
O=C(c1cnccn1)N1CCC2(CCCN(c3ccncc3)C2)CC1	2.1%	-8.2%	0.3%

(cont.)
SMILES	RORg inh	VP16 counter	Menin-MLL TR inh
C#CCCCO/N=C1/C[C@@H](O)[C@@H](O)[C@@H]2[C@H]3C(=O)N(c4ccc(F)cc4F)C(=O)[C@@H]3CC[C@@H]12	11.6%[10 µM]	10.3%[10 µM]	-1.1%[11.7 µM]
O=c1cnc2cnc(N3CCOCC3)nc2n1Cc1ccc(F)cc1	-17.9%	-8.3%	-4.1%
COc1cc(C(=O)OC2CC[C@]3(C)C4CCC5[C@]6(O)CC(O)[C@]7(O)C(CN8CC(C)CCC8[C@]7(C)O)[C@]6(O)C[C@@]53O[C@]24O)cc(OC)c1OC (some centres not stated)	-21.9%	4.3%	2.9%
CC(=O)Oc1ccc(C2(c3ccc(OC(C)=O)cc3)C(=O)Nc3ccccc32)cc1	29.7%&28.0%	0.9%&3.4%	-12.0%&-5.0%
O=C(c1cc(C(F)(F)F)cc(C(F)(F)F)c1)N1CCC2(CC1)CCN(c1ncccn1)CC2	-13.6%	-5.2%	-28.2%
Cc1ccccc1-c1nccc(NCc2cccs2)n1	u	1.2%	1.9%
C=CCC(C)(NCc1ccccc1)C(=O)OCC (configuration not stated)	1.6%	7.8%	7.8%
CC[C@H](C)[C@H](NC(=O)[C@H](Cc1ccc(O)cc1)NC(=O)[C@@H]1CCCN1C(=O)[C@@H](NC(=O)[C@@H](N)CCCCN)[C@@H](C)CC)C(=O)N[C@@H](CC(C)C)C(=O)O	10.0%	6.8%	0.1%
CCN1CCN(C(=O)NC(C(=O)NC2C(=O)N3C2SC(C)(C)C3C(=O)O)c2ccccc2)C(=O)C1=O (configuration not stated)	7.5%	1.4%	14.6%
Cc1cc2c(nc1C)CCCN2CC(O)CN1CCCc2nc(C)c(C)cc21	16.1%[10 µM]	-1.5%[10 µM]	3.1%[11.7 µM]
COc1ccccc1CNc1nc(-c2cccc(NS(C)(=O)=O)c2)nc2ccccc12	31.7%	-1.7%	u
COc1ncc2nc(-c3ccc(Cl)cc3)c(=O)n(Cc3cccs3)c2n1	3.7%	0.4%	6.1%
COc1ccc(-c2nc3cnc(OC)nc3n(C[C@H]3CCCO3)c2=O)cc1	-13.8%	-1.3%	-0.8%
CC[C@H](C)[C@H](NC(=O)[C@H](CCC(=O)O)NC(=O)CNC(=O)[C@H](CCCCN)NC(=O)[C@H](CCC(=O)O)NC(=O)[C@H](CCSC)NC(=O)[C@H](CCSC)NC(=O)[C@H](CCSC)NC(=O)[C@H](CCC(=O)O)NC(=O)CNC(=O)[C@H](CO)NC(=O)[C@H](CO)NC(=O)[C@H](CO)NC(=O)[C@@H](N)CC(N)=O)C(=O)N[C@@H](CCCCN)C(=O)O	2.5%	7.4%	19.0%
CN(C)CCc1c[nH]c2ccc(Cn3cncn3)cc12	3.8%	3.1%	-3.8%
O[C@@H]1CO[C@H]2C1OC[C@@H]2O (some centres not stated)	5.1%	-10.8%	0.5%
